# eIF4E 4G PPI: eIF4E/eIF4G interaction inhibition in translation initiation; TR-FRET eIF4E-eIF4GI(517-606) binding, 2 h; inhibition, % at 21.7 µM; 220,000 compounds, 0.37% hits;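 active = inhibition above about 30%, limit read from the data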;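 note: 0% = full FRET control wells and 100% = background wells lacking eIF4GI fragment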
# TNF death inh: inhibitors of TNF-alpha induced necroptosis in Jurkat FADD-/- cells; 220,000 compounds, 0.068% hits; Jurkat FADD-/- TNF necroptosis rescue, ATP luminescence, 24 h; 0 = TNF only, 100 = no-TNF cells; AID 463075; activation (protection from cell death), % at 10 µM;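 active = activation, meaning protection from cell death, of at least 50% relative to plate controls; inactive = activation below 50%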;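 note: necroptosis triggered by 40 ng/mL TNF-alpha added together with compound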
# Mdm2 ligase inh: blocks human Mdm2 ubiquitin ligase activity; signal enhancement, % at 5 µM; 210,000 compounds, 0.11% hits; cell-based MDM2 ubiquitination luciferase reporter, 2 h; 0 = plate control, 100 = twice control, blank-subtracted; AID 1230;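 active = signal enhancement of 30% or more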;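 note: luminescence tracks abundance of the self-degrading MDM2-luciferase fusion protein; higher signal means inhibition of MDM2 E3 ligase activity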
# Target sequence (Q00987 whole entry, looked up, the tested form may be a part): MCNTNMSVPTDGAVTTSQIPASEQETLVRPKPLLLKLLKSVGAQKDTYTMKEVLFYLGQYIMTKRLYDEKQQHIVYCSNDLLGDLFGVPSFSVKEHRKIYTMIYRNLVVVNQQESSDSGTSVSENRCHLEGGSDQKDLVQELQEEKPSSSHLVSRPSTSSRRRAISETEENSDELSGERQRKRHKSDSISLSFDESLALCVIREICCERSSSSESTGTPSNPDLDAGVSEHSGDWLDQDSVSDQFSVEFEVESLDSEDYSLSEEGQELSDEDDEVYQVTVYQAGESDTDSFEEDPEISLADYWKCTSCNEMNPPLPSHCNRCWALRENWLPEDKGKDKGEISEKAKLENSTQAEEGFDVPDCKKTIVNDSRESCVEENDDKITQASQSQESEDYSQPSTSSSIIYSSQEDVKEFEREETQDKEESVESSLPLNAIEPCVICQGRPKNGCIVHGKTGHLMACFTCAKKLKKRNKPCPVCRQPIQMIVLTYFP
#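 System: stable MDM2–luciferase fusion reporter cells / Input: 2000 cells seeded into each well / Schedule: 4 h settle plus 2 h compound, 37 °C / Compound: single-point 5 µM / Buffer or medium: cells held in DMEM / Benchmarks: control and blank well means / Evaluation: percent signal gain over controls, blank-subtracted / Measured by: luciferase luminescence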
# KCC2 mod: modulates chloride dependent transport by human KCC2 | 190,000 compounds, 2.2% hits | KCC2 cells, thallium flux FluoZin-2 fluorescence | B-score of Tl+ flux slope (higher = more flux/activation; lower = inhibition) at 10 µM;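 active = thallium flux slope and its plate-corrected score both differing from the plate sample mean at a set confidence after two filtering rounds, in either direction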;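 note: slope of fluorescence scaled to starting intensity during 10 to 20 s after thallium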
# zVAD death inh: blocks zVAD induced death of L929 cells | viability rescue, % at 10 µM | L929 zVAD necroptosis rescue, ATP luminescence, 24 h; with zVAD 60 µM | 220,000 compounds, 0.38% hits | AID 1377;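 active = activation, scaled between plate controls, above about 75%, limit read from the data; inactive = activation under that limit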;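 note: 0% = zVAD with DMSO and 100% = DMSO alone without zVAD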
# Rad51 HR inh: Rad51 (human) homologous recombination inhibition; Q06609; hRad51 DNA strand exchange, fluorescence dequenching; inhibition, % at 10 µM; 200,000 compounds, 0.085% hits;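 active = inhibition above 40% at the single screening dose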;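 note: 0% = DMSO control wells and 100% = blanks with heterologous ssDNA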
# Target sequence (Q06609 whole entry, looked up): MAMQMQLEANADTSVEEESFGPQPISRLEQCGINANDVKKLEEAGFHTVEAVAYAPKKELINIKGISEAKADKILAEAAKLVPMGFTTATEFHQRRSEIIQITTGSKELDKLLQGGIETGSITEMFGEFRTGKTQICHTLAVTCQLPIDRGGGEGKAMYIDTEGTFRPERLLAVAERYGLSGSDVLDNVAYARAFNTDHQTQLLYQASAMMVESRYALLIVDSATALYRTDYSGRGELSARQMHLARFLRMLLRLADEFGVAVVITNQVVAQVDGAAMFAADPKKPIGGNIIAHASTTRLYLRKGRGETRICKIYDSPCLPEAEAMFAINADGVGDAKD
#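 System: hRad51 filaments on single-stranded DNA; reagent: Fluorescein- and BHQ1-tagged 47-mer duplex; compound dosing: one concentration, 10 µM final; timing: filaments 15 min 37 °C, then compound 30 min; measured by: fluorescein emission 520 nm, excitation 485 nm; benchmarks: per-plate controls and blanks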
# EBV gp42 inh: EBV gp42 inhibition. AID 1085. inhibition, % (tested at 21.74 µM). 220,000 compounds, 0.42% hits. Q1HVG2. Fluorescence polarization binding assay, mP read-out; in the data active = inhibition above about 50%
# Target sequence (Q1HVG2 whole entry, looked up): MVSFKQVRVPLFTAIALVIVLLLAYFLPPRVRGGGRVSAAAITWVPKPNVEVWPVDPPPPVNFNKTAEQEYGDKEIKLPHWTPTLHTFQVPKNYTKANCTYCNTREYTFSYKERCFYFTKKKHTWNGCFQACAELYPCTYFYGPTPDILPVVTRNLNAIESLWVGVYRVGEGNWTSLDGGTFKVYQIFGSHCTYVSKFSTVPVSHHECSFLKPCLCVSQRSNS
# m-calpain inh: blocks pig calpain II enzyme activity. purified calpain II, fluorogenic peptide substrate, 30 min. inhibition, % at 16 µM. 220,000 compounds, 0.37% hits. AID 1236;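 active = inhibition above about 50%, limit read from the data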
# PERK inhibitor: blocks human PERK kinase; CHO PERK-DD fusion, SEAP luminescence translation reporter; inhibition, % at 5.6 µM; 220,000 compounds, 0.17% hits; AID 1416;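 active = inhibition above the mean inhibition of all tested compounds plus 3 SD, set separately per screening campaign, cut at about 2.9% in these data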;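 note: PERK kinase domain activated by AP20187 dimerizer at 100 nM; 0% = DMSO with dimerizer and 100% = rapamycin at 8.4 µM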
# Active calls of the source: *; nt = not tested or not shown; [ ] = dose if it differs, or a comment. Hits appear at their usual frequency. About 3.6% of those tested had a hit in this group.
nr	Structure	PERK inhibitor	EBV gp42 inh	eIF4E 4G PPI	KCC2 mod	TNF death inh
1	O=c1cnnc(Nc2cccc(C(F)(F)F)c2)[nH]1	0.5	5	0	-0.3	-0.4
2	CCOC(=O)c1sc(CS(=O)(=O)c2ccc(Cl)cc2)nc1C	0.8	-6	1	0.14	2.1
3	CC1CCCN(c2nc(-c3cccnc3)nc3scc(-c4ccccc4)c23)C1 (stereo unspecified)	-0.5	-64	-3	-1.5	2.4
4	O=C(COC(=O)CCCN1C(=O)c2cccc3cccc(c23)C1=O)Nc1cccc(C(F)(F)F)c1	0.1	-17	8	-0.38	-0.9
5	CCCCNC(=O)CSc1nc2ccc(N3CCOCC3)cc2c(=O)n1Cc1ccc(OC)cc1	1.4	-5	3	0.28	4.0
6	Cc1ccc(S(=O)(=O)C2(C(=O)NCc3ccccc3Cl)CC2)cc1	-1.3	-17	4	-0.02	-0.8
7	CCN1CCN(Cc2ccc(NC(=O)c3cc(NC(=O)c4cnnc5ccccc45)cc(OC)c3)cc2C(F)(F)F)CC1	nt	-19	1	0.37	-1.2
8	O=C(Nc1ccccc1Cl)N1CCSc2ccccc21	0.2	-2	2	-0.42	-0.6
9	COc1cccc(-c2cc(=O)[nH][nH]2)c1	0.4	0	2	0.48	-1.7
10	COC(=O)Cc1ccc(NC(=S)NCCC(C)C)cc1	0.6	1	17	0.88	0.9
11	COCCCn1c2nc3ccccc3nc2c2c(=O)n(Cc3ccc(Cl)cc3)cnc21	-1.1	-19	nt	0.65	-6.8
12	Cn1c(=O)c2c(nc(Br)n2CC(=O)C23CC4CC(CC(C4)C2)C3)n(C)c1=O	-1.1	-5	2	-0.071	-6.2

nr	m-calpain inh	zVAD death inh	Rad51 HR inh	Mdm2 ligase inh
1	-23	0.8	5	-6
2	1	0.3	nt	-15
3	-11	0.7	3	-8
4	-21	nt	15	-18
5	-235	-0.8	nt	-11
6	13	-1.0	-11	-17
7	-43	73	7	6
8	41	2.5	-5	-2
9	8	-0.6	nt	-17
10	5	0.0	8	8
11	-285	-0.1	2	-12
12	23	-1.9	10	-14

# Remaining list, next part
nr	Structure	PERK inhibitor	EBV gp42 inh	eIF4E 4G PPI	KCC2 mod	TNF death inh
13	O=C(Cc1nc(-c2ccc(Br)s2)cs1)NCCN1CCOCC1	1.4	-17	-5	nt	-0.7
14	S=C(NCCc1ccccc1)NC1CC1	0.2	-1	4	-0.095	0.2
15	O=C(CCCn1c(=O)[nH]c2cc(Cl)ccc2c1=O)NCCC1=CCCCC1	2.1	-4	-7	-2.6	1.2
16	COc1ccc(CNC(=O)CSc2nc3[nH]ncc3c(=O)n2-c2ccccc2Br)cc1	1.4	1	-1	-0.17	3.1
17	CCOc1ccc(C2C([N+](=O)[O-])=C(C)N(C)C(=O)N2C)cc1OC (stereo unspecified)	0.3	-18	-1	0.98	0.9
18	O=C1N(Cc2cccc(Cl)c2)C[C@@H]2C[C@@H](c3ccc4nonc4c3)N3CCC[C@@]123	-1.2	7	0	-0.84	0.9
19	CN(C)c1cccc(C(=O)OCC(=O)N2CCc3ccccc3C2)c1	1.0	-21	0	-2.9	-0.1
20	O=C(Cc1cccs1)N(c1ccc(F)cc1)C1(C(=O)NC2CCCCC2)CCCC1	-0.1	4	8	-2	-0.6
21	O=C1c2ccccc2-c2nc3ccccc3nc21	0.5	-1	5	-0.49	-6.6
22	CC(=O)c1c(C)cc(C)c(CSc2nnc(-c3ccco3)o2)c1C	-0.6	-19	-9	6*	-1.5
23	CCn1cc(C(=O)NCc2ccco2)c(=O)c2cc(S(=O)(=O)N3CC(C)CC(C)C3)ccc21 (stereo unspecified)	-0.6	9	4[fluorescence artefact?]	-0.014	-18
24	COc1ccc(C2CCCN2C(=S)Nc2ccccc2C)cc1OC (stereo unspecified)	-1.0	-6	-1	1.3	-0.9

nr	m-calpain inh	zVAD death inh	Rad51 HR inh	Mdm2 ligase inh
13	-354	2.0	-17	5
14	4	0.9	-9	-4
15	23	0.9	-6	-11
16	-15	0.4	1	-4
17	-21	-2.1	5	2
18	13	-0.8	-9	-10
19	-15	0.0	-3	-26
20	6	-0.1	-4	-6
21	-5	0.3	5	-25
22	8	0.2	2	-17
23	-16	24	3	-2
24	-23	1.4	-6	-2

# Some of the entries so far, with bars between the fields.
entry | structure | PERK inhibitor | EBV gp42 inh | eIF4E 4G PPI | KCC2 mod | TNF death inh | m-calpain inh | zVAD death inh | Rad51 HR inh | Mdm2 ligase inh
4 | O=C(COC(=O)CCCN1C(=O)c2cccc3cccc(c23)C1=O)Nc1cccc(C(F)(F)F)c1 | 0.1 | -17 | 8 | -0.38 | -0.9 | -21 | nt | 15 | -18
5 | CCCCNC(=O)CSc1nc2ccc(N3CCOCC3)cc2c(=O)n1Cc1ccc(OC)cc1 | 1.4 | -5 | 3 | 0.28 | 4.0 | -235 | -0.8 | nt | -11
6 | Cc1ccc(S(=O)(=O)C2(C(=O)NCc3ccccc3Cl)CC2)cc1 | -1.3 | -17 | 4 | -0.02 | -0.8 | 13 | -1.0 | -11 | -17
7 | CCN1CCN(Cc2ccc(NC(=O)c3cc(NC(=O)c4cnnc5ccccc45)cc(OC)c3)cc2C(F)(F)F)CC1 | nt | -19 | 1 | 0.37 | -1.2 | -43 | 73 | 7 | 6
8 | O=C(Nc1ccccc1Cl)N1CCSc2ccccc21 | 0.2 | -2 | 2 | -0.42 | -0.6 | 41 | 2.5 | -5 | -2
9 | COc1cccc(-c2cc(=O)[nH][nH]2)c1 | 0.4 | 0 | 2 | 0.48 | -1.7 | 8 | -0.6 | nt | -17
10 | COC(=O)Cc1ccc(NC(=S)NCCC(C)C)cc1 | 0.6 | 1 | 17 | 0.88 | 0.9 | 5 | 0.0 | 8 | 8
11 | COCCCn1c2nc3ccccc3nc2c2c(=O)n(Cc3ccc(Cl)cc3)cnc21 | -1.1 | -19 | nt | 0.65 | -6.8 | -285 | -0.1 | 2 | -12
12 | Cn1c(=O)c2c(nc(Br)n2CC(=O)C23CC4CC(CC(C4)C2)C3)n(C)c1=O | -1.1 | -5 | 2 | -0.071 | -6.2 | 23 | -1.9 | 10 | -14
13 | O=C(Cc1nc(-c2ccc(Br)s2)cs1)NCCN1CCOCC1 | 1.4 | -17 | -5 | nt | -0.7 | -354 | 2.0 | -17 | 5
14 | S=C(NCCc1ccccc1)NC1CC1 | 0.2 | -1 | 4 | -0.095 | 0.2 | 4 | 0.9 | -9 | -4
15 | O=C(CCCn1c(=O)[nH]c2cc(Cl)ccc2c1=O)NCCC1=CCCCC1 | 2.1 | -4 | -7 | -2.6 | 1.2 | 23 | 0.9 | -6 | -11
16 | COc1ccc(CNC(=O)CSc2nc3[nH]ncc3c(=O)n2-c2ccccc2Br)cc1 | 1.4 | 1 | -1 | -0.17 | 3.1 | -15 | 0.4 | 1 | -4

# The list goes on.
nr	Structure	PERK inhibitor	EBV gp42 inh	eIF4E 4G PPI	KCC2 mod	TNF death inh
25	O=C(CN1CCCCC1)N1c2ccccc2Sc2ccc(C(F)(F)F)cc21	0.0	-9	0	1.2	0.2
26	O=C(Nc1ccccc1C(F)(F)F)Nc1cccc2ccccc12	1.0	-8	-14	-0.26	-1.1
27	CC(=O)C1=C(O)C(=O)N(c2ccc(C(=O)O)cc2)C1c1ccccc1 (stereo unspecified)	0.5	-17	-2	-0.08	0.2
28	CCCNC(=O)c1c(C)cc(=O)oc1C	1.1	-10	0	0.26	0.8
29	Cc1ccc2[nH]c(=O)c(CN(CCCN3CCOCC3)C(=O)Nc3ccc(Cl)cc3)cc2c1	0.7	8	1	-0.38	4.8
30	OC(COc1ccccc1)CN1C2=NCCCN2c2ccccc21 (stereo unspecified)	-1.6	-10	1	0.5	0.5
31	Cc1nnc(-c2ccc(Oc3ccc(C)c(C)c3)c([N+](=O)[O-])c2)o1	-0.2	2	1	-1.9	0.3
32	COC(=O)c1c[nH]n2c(=O)c(Cl)c(C)nc12	0.0	2	1[fluorescence artefact?]	-1.7	0.0
33	COc1cc(C(=O)C(=O)c2ccc(O)c(OC)c2)ccc1O	0.3	-5	-5	1.1	0.8
34	Cc1ccc(/C=N/Nc2ccc(Cl)c(C(=O)O)c2)s1	-0.4	1	0	2.4	1.9
35	CCOC(=O)Cc1csc(NC(=O)CCCN2C(=O)c3ccccc3C2=O)n1	-1.1	-22	-8	nt	-2.6
36	COc1ccc(-n2cccc2/C=C/[N+](=O)[O-])cc1	0.7	-7	-2	-0.79	-23

nr	m-calpain inh	zVAD death inh	Rad51 HR inh	Mdm2 ligase inh
25	41	0.4	-4	nt
26	21	-0.2	-1	-10
27	-9	-0.2	-2	-38
28	-10	-0.1	-1	-1
29	-50	1.0	25	-9
30	-6	-0.1	-4	-16
31	20	0.5	5	-14
32	8	nt	nt	-2
33	21	-0.3	14	-14
34	6	0.7	-10	11
35	1	-0.3	3	13
36	-49	-1.3	8	0

# More compounds
nr	Structure	PERK inhibitor	EBV gp42 inh	eIF4E 4G PPI	KCC2 mod	TNF death inh
37	Cc1ccc(Nc2nc(N)nc(CN3CCN(C)CC3)n2)cc1C	-0.1	-24	3	1.7	0.6
38	COC(=O)c1cc(NC(=O)Cc2ccccc2[N+](=O)[O-])cc(C(=O)OC)c1	0.3	-15	-3	nt	-2.5
39	O=C(Cn1nc(-c2ccc(Cl)cc2)ccc1=O)NCC1CCCO1 (stereo unspecified)	0.5	-3	2[fluorescence artefact?]	nt	1.6
40	O=c1[nH]cnc2nc(-c3ccccc3)c(-c3ccccc3)nc12	-0.4	-1	8	-0.19	-0.5
41	COc1ccc(-n2nnnc2SCC(=O)Nc2nc3c(s2)CCCC3)cc1	0.4	-10	4	-1.5	1.2
42	O=C(NC12CC3CC(CC(C3)C1)C2)c1ccc(=O)oc1	1.1	-19	-3[fluorescence artefact?]	nt	-0.3
43	Cc1ccc(CSc2nc3c(c(N(C)C)n2)CCCC3)cc1	-0.6	-4	7	nt	-8.6
44	CCC1=C(OC(=O)N(CC)CC)N2C(=O)OC(=NCCc3c[nH]c4ccccc34)[C@]2(Cc2ccccc2)[C@H]2C1=CC[C@H]1C(=O)N(C)C(=O)[C@H]12	nt	-8	-6	-1.4	-2.2
45	N#Cc1c2c(c(NCCOCCO)n3c1nc1ccccc13)CCCC2	-0.1	-4	4	-2.2	0.3
46	O=c1c(-c2ccccc2)c1-c1ccccc1	0.5	-15	2	-0.87	nt
47	COC(=O)c1ccccc1N=Nc1c(N)[nH][nH]c1=O	0.2	-10	-2	0.67	-3.6
48	NC(=O)Cn1c(S(=O)(=O)Cc2ccccc2)nc2ccccc21	2.3	nt	nt	1.9	-0.2
49	Cn1cc(CN(Cc2ccccn2)C[C@@H]2CCC(=O)N2)c(-c2ccccc2F)n1	0.7	0	-3	-0.14	0.1

nr	m-calpain inh	zVAD death inh	Rad51 HR inh	Mdm2 ligase inh
37	0	1.3	-2	-7
38	38	-0.2	-2	-14
39	-3	0.8	2	-14
40	-403	-0.1	-7	-8
41	16	4.8	3	3
42	-19	-0.1	2	-5
43	41	-0.3	4	-10
44	-57	-0.4	-3	1
45	-111	0.6	-2	-12
46	9	nt	-6	nt
47	12	0.6	7	-24
48	nt	-0.1	8	nt
49	-14	1.5	9	-9
